RAD52 anneal inh – inhibitors of human RAD52 DNA annealing; AID 651710; P43351; 0.46% of 360,000 active; recombinant RAD52 DNA annealing, FRET fluorescence; inhibition, % at 18.7 µM;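 active means every replicate showing at least 50% inhibition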
F508del corr – CFTR F508del correction in bronchial cells; AID 720511; 0.36% of 350,000 active; activity (quench increase), % at 7.58 µM; CFBE cells, YFP halide quenching; stimulated with forskolin plus potentiator P3; % fluorescence drop versus neutral controls;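 active means mean added fluorescence quench of at least 8% versus neutral control, with both replicates also reaching 8%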;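 further: cells transiently co-express mutant CFTR-F508del with the halide-sensitive YFP; corrector assay measuring rescue of mutant channel to the surface after 24 h compound exposure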
esBAF inh – inhibitors of esBAF chromatin remodeling in mouse ES cells | reporter increase, % at 12.5 µM | 2% of 350,000 active | AID 602393 | Bmi1-luciferase knock-in reporter, 24 h; 100% = twice the neutral-well signal; in the data active means activation above about 40%;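 further: 0% = median of the plate's neutral control wells and 100% = double that signal; a rise in the Bmi1 reporter signal indicates esBAF inhibition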
Xi reactivation – reactivates the inactive X chromosome in mouse fibroblasts | activation, % at 7.58 µM | XiGFP mouse fibroblasts, % GFP-positive cells imaging, 3 d; cells co-treated with 5-aza-dC sensitizer; scaled so ellipticine positive control = 100% | 0.055% of 360,000 active;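 active means mean normalized replicate activation at least 10% and every replicate at or above 10%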;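 further: 0% = median of on-plate neutral control wells and 100% = ellipticine 6 µM median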
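assay system = SV40-immortalized XiGFP fibroblast cells, line 68-5-11 | buffer or medium = DMEM plus 5-aza-dC sensitizer | doses = single-point pinned compound dosing | times = 3-day compound exposure, then 15 min fixation at room temperature | benchmarks = positive control ellipticine, 6 µM final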
GSIS activator – GLuc luminescence reporter in INS-1E cells, primary screen for activators of glucose-dependent secretion of insulin; AID 743287; activation, % at 16.6 µM; INS-1E GLuc reporter insulin secretion, 2-3 h; 0.61% of 370,000 active;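 active means lowest replicate activation of at least 40%, so every replicate reaches that level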;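 further: 0% = median of neutral control wells and 100% = median of IBMX positive control wells; some compounds called inactive have numbers as strong as hits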
RAD54 branch – inhibitors of human RAD54 branch migration | Q92698 | RAD54 Holliday junction branch migration, FAM/BHQ fluorescence | inhibition, % at 10.4 µM | 0.14% of 360,000 active | AID 602329;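 active means mean normalized replicate activity at least 40 and at least half of replicates scoring 40 or more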;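 further: 0% = median of neutral control wells and 100% = median of positive control wells; inhibitors cause a drop in the FAM fluorescence signal; in these data hits start at about 50%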
Target sequence (Q92698 whole entry, looked up): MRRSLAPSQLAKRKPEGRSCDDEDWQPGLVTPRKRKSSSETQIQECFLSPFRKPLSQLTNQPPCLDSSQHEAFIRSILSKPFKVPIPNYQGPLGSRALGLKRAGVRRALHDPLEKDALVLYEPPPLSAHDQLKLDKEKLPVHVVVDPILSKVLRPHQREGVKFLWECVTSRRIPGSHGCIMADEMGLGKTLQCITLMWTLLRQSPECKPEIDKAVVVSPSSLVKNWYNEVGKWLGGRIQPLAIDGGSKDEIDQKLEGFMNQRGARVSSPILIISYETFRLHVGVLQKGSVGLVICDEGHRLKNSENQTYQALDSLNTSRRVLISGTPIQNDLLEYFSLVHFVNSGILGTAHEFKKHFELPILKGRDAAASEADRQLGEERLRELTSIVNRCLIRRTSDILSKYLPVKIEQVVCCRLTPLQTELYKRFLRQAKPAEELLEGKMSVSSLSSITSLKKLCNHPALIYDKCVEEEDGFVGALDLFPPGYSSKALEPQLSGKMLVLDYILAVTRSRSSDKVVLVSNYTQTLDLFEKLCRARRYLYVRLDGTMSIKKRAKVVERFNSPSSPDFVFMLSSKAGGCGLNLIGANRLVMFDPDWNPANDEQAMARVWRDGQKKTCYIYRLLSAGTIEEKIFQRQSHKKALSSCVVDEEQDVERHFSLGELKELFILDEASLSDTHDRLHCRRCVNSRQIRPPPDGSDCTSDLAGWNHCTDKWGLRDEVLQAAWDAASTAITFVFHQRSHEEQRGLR
ERAP1 HTS inh – ERAP1 (human) enzyme inhibition | recombinant ERAP1, Leu-AMC fluorescence, 60 min | inhibition, % at 10.7 µM | 0.15% of 340,000 active;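 active means mean replicate inhibition of at least 30%, or all replicates individually reaching that 30% level; inactive means mean below 30% and not every replicate reaching it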;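 further: 0% = neutral control wells and 100% = L-leucinethiol positive control wells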
ARNT-TACC3 inh – disrupts binding between human ARNT and TACC3. AlphaScreen His-ARNT PAS-B/GST-TACC3 binding, luminescence; TACC3 fragment carries E629A point mutation. Q9Y6A5. AID 623870. 0.66% of 390,000 active. inhibition, % at 9.99 µM;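 active means mean inhibition of replicates at least 50% and at least half of replicates each reaching 50%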;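 further: 0% = complete ARNT plus TACC3 wells and 100% = ARNT alone without TACC3; many hits fall short of the cut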
An asterisk follows results filed as active; nt = not tested or not shown; & = joins results of further samples.

SMILES	RAD52 anneal inh	F508del corr	esBAF inh	Xi reactivation	GSIS activator	RAD54 branch	ERAP1 HTS inh	ARNT-TACC3 inh
C[C@H]1CN([C@@H](C)CO)S(=O)(=O)c2ccc(-c3ccccc3F)cc2O[C@H]1CN(C)Cc1ccncc1	20	2.8	-9	0.0	-20	1	-3	7
C/C=C/c1ccc([C@H]2[C@@H](CO)N(C(C)=O)[C@H]2CNC(=O)c2ccccc2)cc1	-75	0.4	4	0.4	6	-4	-1	-2
O=C(COc1ccc(Cl)cc1)N/N=C/c1cccc2cccnc12	-13	5.9	0	0.0	-6	-8	-3	9
O=C(N[C@H]1CC1c1ccccc1)c1ccc([N+](=O)[O-])cc1 (some centres not stated)	-12	-0.9	nt	0.1	nt	nt	0	4
CO[C@H]1CN(C)C(=O)c2cc(NC(=O)C3CC3)ccc2OC[C@H](C)NC[C@H]1C	5	0.1	-2	-0.3	-4	2	-3	-4
COC(=O)c1cc2c(c3c4ccccc4n(S(=O)(=O)c4cccc(C)c4)c13)C(=O)N(Cc1ccccc1OC)C2	-29	3.9	nt	0.0	nt	nt	-1	nt
CN(Cc1ccccc1)C(=O)c1ccc(NC(=O)Cc2cccc(NC(=O)C3CCN(C(=O)C4CCCCC4)CC3)c2)cc1	-14	-2.5	3	0.0	6	-2	0	15
CC1=NC2=CC=CC3=NC(C(Cl)(Cl)Cl)=NC(=N1)N23	-5	-1.2	nt	0.4	12	nt	-1	nt
CCOC(=O)C1CCN(C(=O)COc2ccc(Br)cc2Br)CC1	-9	1.3	-12	0.1	0	-7	nt	-7
CCCc1nc(-c2ccccc2)c(-c2ccc(OC)c(OC)c2)c(=O)[nH]1	-6	5.0	-4	0.0	2	-5	0	1
O=C(Nc1nnc(/C=C/c2ccccc2)s1)c1ccco1	2	0.2	28	0.0	-6	-18	2	-3
COc1ccc(-c2cc(C(=O)NCc3cn(C)nc3C)c3ccccc3n2)cc1OC	-2	nt	nt	0.9	nt	nt	6	-4
COCCN(C(=O)CNC(=O)c1ccco1)C(C(=O)NC1CCCC1)c1ccc(F)cc1 (configuration not stated)	-2	-3.1	-1	-0.1	-7	1	5	2
C[C@H](CO)N1C[C@H](C)[C@@H](CN(C)C(=O)Nc2ccc(C(F)(F)F)cc2)Oc2ccc(NS(=O)(=O)c3ccccc3)cc2C1=O	13&-15	-3.6&2.1	0	0.0&-0.1	-7&6	-1	0	11
C[C@H]1CN([C@@H](C)CO)C(=O)Cc2cc(NC(=O)CCC(F)(F)F)ccc2O[C@H]1CN(C)S(=O)(=O)c1ccccc1	-1	-3.4	5	-0.9	1	-10	-2	-2
O=C(CN1C(=O)NC2(CCCC2)C1=O)N1CCN(S(=O)(=O)c2ccccc2)CC1	-2	-0.3	-3	0.0	15	-7	0	-1
O=C(C1CCC1)N1CC2(C1)[C@H](c1ccccc1)[C@@H](CO)N2CCC(F)(F)F	-14	2.5	nt	0.2	8	nt	-1	nt
COc1cc(S(=O)(=O)N2CCN(c3ccccn3)CC2)ccc1Br	-7	0.5	-8	0.0	5	-2	4	-5
Cc1ccc2nc(-c3ccncc3)cc(-c3ccccc3)c2c1	nt	nt	-4	nt	-20	9	nt	2
Cc1c(NS(=O)(=O)c2ccc(N3CCCCC3)c([N+](=O)[O-])c2)c(=O)n(-c2ccccc2)n1C	-16	4.9	-4	0.1	7	0	1	2
CCc1cccc(C)c1NS(=O)(=O)c1cc(Br)cnc1N	-2	-0.3	-3	0.4	nt	-2	2	-3
COc1ccccc1N1CCN(S(=O)(=O)/C=C/c2ccccc2)CC1	nt	nt	6	nt	-2	3	nt	10
CCOC(=O)/C=C1\SCC(=O)N1CC(=O)NC(C)c1ccc(F)cc1 (configuration not stated)	-39	nt	nt	0.0	5	nt	-3	2
Cc1cccc(NC(=O)CSc2nc3[nH]ncc3c(=O)[nH]2)c1	-3	nt	nt	0.3	1	nt	0	-4
c1ccc(-c2cc3nc(NCc4cccs4)ccn3n2)cc1	-38	1.0	67*	0.1	-1	2	0	nt
COc1cccc2cc(C(=O)NC3CC4CCC3C4)oc12 (configuration not stated)	-17	-3.4	11	0.1	8	6	0	-3
C[C@@H]1CN([C@@H](C)CO)C(=O)c2cc(NC(=O)Cc3ccccc3)ccc2O[C@H]1CN(C)CC1CCCCC1	-16	2.6	-5	-1.1	1	2	-3	-1
Cc1nc(C)n(C(C)CNC(=O)c2ccccc2)n1 (configuration not stated)	-10	2.8	5	0.0	7	6	-2	2
Cc1cc(C)n(Cc2ccccc2F)c(=O)c1C#N	-2	-3.3	-2	0.0	nt	-16	3	-2
Cc1ccc(Cl)cc1N1CCN(Cc2cc(=O)n3ccsc3n2)CC1	-7	3.9	nt	0.0	14	nt	0	6
CCCCC(=O)Oc1c(S(=O)(=O)c2ccccc2)c(C)nn1C(C)(C)C	-13	-3.4	2	0.1	-9	-8	0	5
Oc1ccc(/C=N/Nc2ccnc3cc(Cl)ccc23)c(O)c1O	34	-2.9	-1	0.3	-2	-3	-6	nt
O=C(c1ccc(F)cc1)N1CCN2C(=O)c3ccccc3C12c1ccc(Cl)cc1 (configuration not stated)	-12	3.2	nt	0.1	12	nt	0	0
CC1CCCN(C(=O)CNS(=O)(=O)c2cccs2)C1 (configuration not stated)	-4	-2.5	13	0.1	11	1	-1	-4
COCCN(C(=O)COC(=O)CCOc1ccccc1C)c1c(N)n(Cc2ccccc2)c(=O)[nH]c1=O	-14	0.4	22	0.0	-17	13	-1	-1
Cc1cc(C)n(CCCNC(=O)c2ccco2)n1	-1	0.8	3	0.0	-4	-8	2	nt
COc1ccc(NC(=O)C(C)Sc2nnc(C3CC3)n2C2CC2)cc1 (configuration not stated)	-4	-4.5	-3	-0.1	-3	-8	0	-8
CCC(C)N1C(=O)S/C(=C/c2ccc(Sc3nc4ccccc4[nH]3)o2)C1=O (configuration not stated)	-89	-0.1	nt	nt	25	nt	-3	2
Cc1cccn2c(=O)nc(SCC(=O)c3ccccc3)nc12	-5	-2.4	35	0.4	34	4	-2	-1
Cc1ccc(S(=O)(=O)c2cc3c(=O)n4ccccc4nc3n(CCc3ccccc3)c2=N)cc1	-33	2.4	-3	1.7	18	-8	1	-5
CCc1ccc(-c2cc3c(=O)n(CC(=O)NCCCN4CCN(Cc5ccccc5)CC4)nc(C)n3n2)cc1	-12	0.3	-4	0.1	19	2	-10	nt
CC(/C=C1\SC(=O)N(CCCC(=O)O)C1=O)=C\c1ccccc1	nt	nt	-83	-0.1	-8	-17	nt	2
O=C(Nc1cccc([N+](=O)[O-])c1)Nn1cnnc1	-5	1.1	10	0.0	-5	-9	-4	nt
CN(CCCn1ccc(N)nc1=O)Cc1ccco1	-8	-4.4	2	0.2	14	1	1	nt
CCn1c(SCC(=O)N2CC(C)OC(C)C2)nc2c([nH]c3ccccc32)c1=O (configuration not stated)	-8	1.4	-4	0.1	15	-1	1	2
O=C(CCC(=O)N1CCOc2ccccc21)NCc1ccccn1	8	-1.7	-5	0.1	nt	-13	0	1
CO[C@@H]1CN(C)C(=O)c2ccc(NC(=O)C3CCCCC3)cc2OC[C@@H](C)N(C)C[C@@H]1C	4	0.9	6	0.1	12	3	-1	-9
CC1CN(C(=O)c2cccc(Oc3ccccc3)c2)CC(C)O1 (configuration not stated)	-5	-4.8	nt	0.0	14	-7	1	-4
CC1(C(=O)NS(=O)(=O)c2cccc(C#N)c2)CCN1C(=O)C/C=C/c1ccccc1 (configuration not stated)	-19	0.4	6	0.0	-9	3	-3	nt
COc1ccc(NC(=O)Nc2ccc3c(c2)C(=O)N([C@H](C)CO)C[C@H](C)[C@@H](CN(C)C(=O)C2CCCCC2)OCCCC[C@@H](C)O3)cc1	5	-0.4	5	-0.1	-15	6	1	-4

Additional records
SMILES	RAD52 anneal inh	F508del corr	esBAF inh	Xi reactivation	GSIS activator	RAD54 branch	ERAP1 HTS inh	ARNT-TACC3 inh
CO[C@H]1CN(C)C(=O)c2ccc(NC(=O)c3ccccc3)cc2OC[C@@H](C)N(C(=O)C2CC2)C[C@@H]1C	nt	0.4	-2	0.1	-8	3	nt	1
Cc1ccc(C(=O)COC(=O)CCCC(=O)Nc2cc(C(F)(F)F)ccc2Cl)cc1C	nt	nt	nt	0.3	3	-8	nt	-1
COc1ccc(C(=O)OCC(=O)Nc2ccc(Cl)c(C(F)(F)F)c2)c(OC)c1OC	-5	nt	nt	0.0	-21	-2	9	-4
COc1ccc(NC(=O)Cc2cccc(F)c2)cc1S(=O)(=O)Nc1ccccc1Cl	-8	-1.1	10	-0.1	-13	-2	nt	-3
CC(CC(=O)OCC(=O)NCc1ccc(Cl)cc1)c1ccccc1 (configuration not stated)	-3	-0.4	6	0.0	-15	8	3	nt
CCN1CCSc2ccc(C(=O)NCc3cccc(F)c3)cc21	-15	0.8	-5	0.1	-14	-16	6	-10
O=S(=O)(Cc1ccccc1)N1CCCCCC1	nt	nt	-6	nt	2	-3	nt	-14
O=C(NCCc1ccc(Cl)cc1)c1cc(=O)[nH]c2ccccc12	-17	1.0	-2	0.2	6	-5	-3	4
Cc1ccc(C(=O)C[n+]2ccccc2C)cc1[N+](=O)[O-]	-13	-0.3	-6	0.2	-4	-8	0	nt
C/C=C/c1ccc([C@@H]2[C@@H](CO)N(C(=O)C3CC3)[C@H]2CN(C)C(=O)CC)cc1	-62	0.9	-2	0.0	6	-4	-1	1
O=C(NCC[C@H]1CC[C@H](NC(=O)c2cnccn2)[C@@H](CO)O1)Nc1ccc(F)cc1	10	2.6	15	-0.1	-5	1	1	-12
COc1ccc(C2c3c(ncn(CCCN4CCOCC4)c3=N)Oc3ccc4ccccc4c32)cc1OC (configuration not stated)	34	1.1	nt	0.0	nt	nt	3	9
Cc1ccc(Cl)cc1N1CCN(S(=O)(=O)c2ccc(-c3ccc(=O)[nH]n3)o2)CC1	-4	-2.9	nt	0.1	2	nt	-1	-7
COc1ccc(N(C)S(=O)(=O)c2cccc(C(=O)Nc3nnc(C4CC4)s3)c2)cc1	-14	1.2	-7	0.1	7	-9	1	-2
COc1ccc(S(=O)(=O)N(C)C[C@@H]2Oc3c(NC(=O)Nc4ccccc4)cccc3C(=O)N([C@H](C)CO)C[C@@H]2C)cc1	nt	-1.0	-2	-0.5	1	nt	nt	nt
COc1ccc(S(=O)(=O)Nc2ccc3c(c2)CC(=O)N([C@H](C)CO)C[C@H](C)[C@H](CN(C)C(=O)Nc2ccccc2)O3)cc1	-5	-2.0	2	-0.2	-5	4	-2	-5
COc1cccc(CC(NC(C)=O)C(=O)NC2CCN(C(=O)NCc3ccccc3)CC2)c1 (configuration not stated)	3	-0.6	-5	0.0	-3	9	-1	15
O=C1CCC[C@@H]2Cc3nc4ccccc4cc3[C@@H]3CCN1[C@H]23	-3	3.0	6	-0.2	13	-15	4	-2
Cc1nc2ccccc2n1CC(=O)NCc1ccccc1	nt	nt	-13	nt	-23	-2	nt	-4
CN1CCN(Cc2nc3ccccc3c(=O)n2Cc2nc(-c3cccc([N+](=O)[O-])c3)cs2)CC1	33	-2.2	nt	0.1	0	nt	3	nt
CC1CCCCN1C(=O)c1ccc(C(=O)Nc2ccc(F)cc2)cc1 (configuration not stated)	-10	0.1	0	0.0	-3	1	-3	-3

3 entries drawn at random from the list so far, as already listed:
SMILES	RAD52 anneal inh	F508del corr	esBAF inh	Xi reactivation	GSIS activator	RAD54 branch	ERAP1 HTS inh	ARNT-TACC3 inh
Cc1ccc(Cl)cc1N1CCN(S(=O)(=O)c2ccc(-c3ccc(=O)[nH]n3)o2)CC1	-4	-2.9	nt	0.1	2	nt	-1	-7
COc1ccc(S(=O)(=O)Nc2ccc3c(c2)CC(=O)N([C@H](C)CO)C[C@H](C)[C@H](CN(C)C(=O)Nc2ccccc2)O3)cc1	-5	-2.0	2	-0.2	-5	4	-2	-5
COc1ccc(C2c3c(ncn(CCCN4CCOCC4)c3=N)Oc3ccc4ccccc4c32)cc1OC (configuration not stated)	34	1.1	nt	0.0	nt	nt	3	9

Compounds as they come, and some 3.3% of all compounds hit somewhere here.
